Bioassay records deposited in PubChem by several laboratories.
Insulin prom inh: TRM-6 insulin promoter activity inhibition; TRM-6 cells (human fetal islet line), insulin promoter-eGFP reporter, imaging; reporter expression induced with tamoxifen; actives 0.9% (n = 130,000); inhibition, % at 2 µM;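 active = inhibition above the mean plus 3 SD, with well images judged a real hit on visual review, cut at about 60% in these data, passing the limit was not always enough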
sdo1 growth: compounds rescuing growth of sdo1-depleted yeast, bone marrow failure model. S. cerevisiae sdo1-depleted JHY4D growth rescue, OD600 30 h; hits give high values; pdr5 snq2 efflux-pump mutant strain. z-score at 10 µM. actives 0.21% (n = 140,000);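 active = z-score above 3 at both the 24 hr and the 30 hr optical density reads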;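 note: z-score against mean and SD of all compound wells on the same plate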
sdo1 growth Rescue 24 h: second read-out of sdo1 growth, no call of its own (marks repeat the call); z-score; S. cerevisiae sdo1-depleted JHY4D growth rescue, OD600; measured here: growth rescue at 24 h;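 0 is the plate mean of compound wells and units are plate SD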
* marks the source's active call; other numbers are inactive results; nt = no result given; [ ] = dose if it differs, or a comment.

SMILES | Insulin prom inh | sdo1 growth | sdo1 growth Rescue 24 h
O=C(COC(=O)c1ccc2[nH]c3c(c2c1)CCCC3)NC1CCS(=O)(=O)C1 (stereo unspecified) | -33.3 | nt | nt
CCOCCCNC(=S)N1CCN(C(=O)C(=O)Nc2ccc(C(=O)OC)cc2)CC1 | -5.6 | 0.06 | -0.2
Nc1nnc(CSCc2ccc(Cl)cc2Cl)s1 | -32.4 | 0.77 | 1.2
Cc1cc(C)nc(-n2nc(C)cc2NC(=O)CN2CCC(C)CC2)n1 | 9.1 | -0.04 | 0.67
Cc1cccc(N/C(=N\S(=O)(=O)c2ccccc2)C(F)(F)F)c1 | -7.1 | 0.35 | -0.72
CCc1nc(NCc2ccco2)c2oc3ccccc3c2n1 | nt | -1.2 | 0.1
CCN(CC)C(=O)Oc1ccc2cc(Br)ccc2c1 | -25.6 | -0.45 | -0.14
Brc1ccc(-c2nnc3ccc(Nc4ccccc4)nn23)cc1 | -40.0 | 0.42 | 1.27
CC1CCN(C(=O)CCCOc2cc(=O)n(C)c3ccccc23)CC1 | 17.1 | 0.37 | 0.55
O=C(NNC(=O)c1cccnc1SCc1cccc([N+](=O)[O-])c1)c1ccccn1 | 0.0 | -1.24 | -1.13
CCCc1nc2ccccc2n1CCc1ccccc1 | 0.0 | -0.9 | -1.96
CN(CC(=O)N1CCCCCC1)S(=O)(=O)c1cccc2cccnc12 | nt | 0.56 | 0.41
CCOc1ccc(CSC2=NCCN2)cc1Cl | nt | 0.95 | -0.14
COc1ccc(C(=O)Nc2nc3c(s2)CCCC3)cc1S(=O)(=O)N1CCCc2ccccc21 | 14.8 | -0.77 | -0.48
Cc1cc(N2C(=O)C=CC2=O)c([N+](=O)[O-])cc1C | -163.2 | -1.67 | -1.25
O=C1c2ccccc2C(=O)N1CCC(O)C[N+](=O)[O-] (stereo unspecified) | -17.6 | nt | nt
CCOC(=O)C1(Cc2ccccc2)CCN(Cc2cc(=O)c3ccccc3[nH]2)CC1 | -113.0 | nt | nt
COCCN1C(=O)c2ccc(C(=O)O)cc2C1=O | -238.1 | 0.77 | -0.26
CCCc1nnc2c(N(C)S(=O)(=O)c3ccc(C)cc3)nc3ccccc3n12 | nt | -0.85 | -0.51
O=[N+]([O-])c1ccc2nccn2c1 | nt | 0.64 | 1.72
CCCCOC(=O)c1cc(=O)[nH]c2ccccc12 | -6.2 | -0.2 | -0.04
CCOC(=O)/C(C(N)=NCC(C)C)=C(/O)c1ccccc1 | 27.0 | -0.51 | 1.29
O=C(Nc1cc(C(F)(F)F)ccc1N1CCCC1)c1ccc2c(c1)OCO2 | -50.0 | -0.54 | -0.35
Cc1c(C(=O)NCc2ccc3c(c2)OCO3)oc2ccc(Br)cc12 | 18.9 | -2.7 | -2.2
CSCCC(NC(=O)c1cccc(C)c1)C(=O)OCC(=O)NC(=O)c1cccn1C (stereo unspecified) | nt | 1.08 | 1.31

Additional results
SMILES | Insulin prom inh | sdo1 growth | sdo1 growth Rescue 24 h
NC(=O)SCC(=O)Nc1cccc(Cl)c1 | 13.6 | -2.74 | -1.86
COc1ccc(/C=N/NC(=O)CCc2n[nH]c(=O)[nH]c2=O)cc1O | -20.0 | 0.72 | 0.07
Nc1nnc(COc2ccccc2)s1 | 12.5 | 0.02 | 0.47
COc1ccc2c(c1)Cc1sc(NC(=O)c3ccco3)nc1-2 | -15.4 | -1.3 | -1.45
COc1ccccc1OCCNc1cc(N2CCCCC2)ccc1[N+](=O)[O-] | 3.7 | -0.12 | -0.4
CC(=O)c1ccc(NS(=O)(=O)Cc2ccccc2)cc1 | nt | 0.07 | -0.3
CSc1ccc(C2C3(C#N)C(N)=NC4(OCCO4)C23C#N)cc1 (stereo unspecified) | nt | 1.44 | 1.62
CC1CCN(CCOCCOc2ccc(Br)cc2Cl)CC1 | -93.3 | -2.03 | -1.38
O=C(c1ccco1)N1CCN(C(=O)c2cccs2)CC1 | 50.0 | 0.21 | 0.04
O=C(Nc1ccncc1)Nc1ccncc1 | -76.9 | nt | nt
O=C(c1cc2ccccn2n1)N1CCN(c2ccccn2)CC1 | nt | 0.87 | 0.11
Cn1c(SCc2ccc(Br)cc2)nnc1-c1ccncc1 | 28.0 | -0.11 | 0.24
COc1ccc(C(=O)NCC(=O)N/N=C/C(C)=C/c2ccco2)cc1OC | 25.0 | 0.12 | -0.56
COc1ccc(-c2cnnc(N/N=C/c3ccc(O)c(O)c3)n2)cc1 | 29.6 | 0.89 | 0.68
COc1ccc2c(c1)C(c1ccc([N+](=O)[O-])cc1)=NNC(c1ccco1)=N2 | 56.1 | -1.97 | -1.06
c1ccc2cc(CN3CCOCC3)ccc2c1 | -18.9 | 1.92 | 2.21
CCOc1cc(C(=O)N2CCOCC2)ccc1OCc1ccccc1 | 44.0 | -0.47 | 0.12
O=c1c2cc(Br)ccc2nc(-c2cccc(C(F)(F)F)c2)n1O | nt | -0.82 | -0.88
O=S(=O)(/N=C(/Nc1ccccc1)C(F)(F)F)c1ccccc1 | -10.7 | 0.32 | -0.64
CCN1CCCC1CNC(=O)CS(=O)(=O)Cc1nc(-c2ccccc2C)oc1C (stereo unspecified) | nt | 0.77 | -0.1
COc1ccccc1NC(=O)COc1ccc(Br)cc1CO | 37.9 | -1.48 | -1.16
CC(C)N(C(=O)CSc1nc2ccccc2n1Cc1ccccc1)C(C)C | -242.9 | 0.14 | 0.23
CCOCCCn1c(=O)c(NC(=O)c2ccc(OCC)cc2)c2n(c1=S)CCCCC2 | nt | 2.56 | 2.09
Cc1ccccc1OCc1nc2ccccc2c(=O)n1NC(=O)c1ccco1 | 6.5 | 0.76 | 2.6
CCCCn1c(Cc2ccccc2)nnc1SCC(=O)N1CCOCC1 | 46.0 | 0.37 | 0.02

Structures above that have an aryl methoxy group, in the order listed:
SMILES | Insulin prom inh | sdo1 growth | sdo1 growth Rescue 24 h
COc1ccc(C(=O)Nc2nc3c(s2)CCCC3)cc1S(=O)(=O)N1CCCc2ccccc21 | 14.8 | -0.77 | -0.48
COc1ccc(/C=N/NC(=O)CCc2n[nH]c(=O)[nH]c2=O)cc1O | -20.0 | 0.72 | 0.07
COc1ccc2c(c1)Cc1sc(NC(=O)c3ccco3)nc1-2 | -15.4 | -1.3 | -1.45
COc1ccccc1OCCNc1cc(N2CCCCC2)ccc1[N+](=O)[O-] | 3.7 | -0.12 | -0.4
COc1ccc(C(=O)NCC(=O)N/N=C/C(C)=C/c2ccco2)cc1OC | 25.0 | 0.12 | -0.56
COc1ccc(-c2cnnc(N/N=C/c3ccc(O)c(O)c3)n2)cc1 | 29.6 | 0.89 | 0.68
COc1ccc2c(c1)C(c1ccc([N+](=O)[O-])cc1)=NNC(c1ccco1)=N2 | 56.1 | -1.97 | -1.06
COc1ccccc1NC(=O)COc1ccc(Br)cc1CO | 37.9 | -1.48 | -1.16

(next part)
SMILES | Insulin prom inh | sdo1 growth | sdo1 growth Rescue 24 h
O=C(Cn1c(C(F)(F)F)nc2ccccc21)OCC(=O)c1c[nH]c2ccccc12 | nt | 0.11 | 0.31
O=C(CN1CCOCC1)Nc1ncc(Cc2cccc(Cl)c2Cl)s1 | 3.0 | -1.46 | -1.65
CCNC(=O)N1c2ccc(OC)cc2C(C)=CC1(C)C | 64.3 | -0.91 | -0.02
CSc1ccc(/C=N/NC(=O)CN2CCN(Cc3ccccc3)CC2)cc1 | nt | 2.75 | 3.61
Cc1ccc(Cn2ncc3c(NCCCN4CCOCC4)ncnc32)cc1 | 55.0 | 0.57 | -0.13
COc1cccc(C2=NO[C@@H]3C(=O)N(c4ccc5c(c4)OCCO5)C(=O)[C@H]23)c1OC | 80.0* | 1.11 | 0.57
CCN1C(=O)/C(=C/C=C2/Sc3ccc4ccccc4c3N2CCO)SC1=S | -178.6 | 0.38 | 0.25
CCOc1ccc2c(c1)c1nnc(SCC(=O)N3CCC(C)CC3)nc1n2C | -10.5 | -0.28 | -0.34
COc1ccc(Br)cc1CNC(=O)CCCc1cn(C)c2ccccc12 | -60.0 | -1.03 | -0.58
CC(C)(C(=O)Nc1nccs1)c1ccccc1 | 20.0 | nt | nt
COc1ccc(C(=O)ON=C2C=C(C)C(=O)C(C)=C2)cc1 | 5.9 | nt | nt
CCCCOCP(=O)(CCCC)COCCCC | -53.9 | 1.15 | 1.63
O=C(CN1C(=O)c2ccccc2S1(=O)=O)NCCSC1CCCCC1 | 23.1 | 0.57 | 0.28
COCCn1c(N)c(C(=O)OCc2ccccc2)c2nc3ccccc3nc21 | 36.4 | -2.06 | -1.23
N=C1C(c2ccccc2)=C(O)CN1c1ccc2c(c1)OCO2 | nt | 0.05 | -0.6
COc1cc(C(=O)Oc2ccccc2)ccc1OCc1c(C)noc1C | nt | -0.35 | 0.4
COc1ccc(S(=O)(=O)N2CCC(C(=O)Nc3cccc(C(C)=O)c3)CC2)cc1 | -27.8 | 0.55 | 0.57
Cc1ccc(C(=O)Oc2ccc(-c3nccc(-c4ccccn4)n3)cc2)cc1 | 2.3 | 0.22 | 1.37
Cc1cc2cc(CCNC(=O)c3cccc([N+](=O)[O-])c3)c(=O)[nH]c2cc1C | nt | 0.1 | 0.56
C=CCSc1nccc(-c2nn(-c3ccc(C)cc3)ccc2=O)n1 | 13.5 | -0.61 | -0.11
CC(C)(C)n1nnnc1C(c1ccncc1)N(Cc1ccccc1)Cc1ccco1 (stereo unspecified) | -53.6 | -1.9 | -1.07
CCOC(=O)c1c(NC(C)=O)no[n+]1[O-] | 29.6 | 0.83 | 0.77
COc1cccc(NC(=S)Nc2cc(C(=O)O)ccc2N2CC3CC(C2)c2cccc(=O)n2C3)c1 (stereo unspecified) | -85.7 | nt | nt
COC(=O)CNC(=O)CSc1nc(N)cc(=O)[nH]1 | -52.7 | 0.66 | 0.1
Cc1ccsc1/C=c1\sc2ncnn2c1=O | nt | -0.64 | -1.12

The list goes on.
SMILES | Insulin prom inh | sdo1 growth | sdo1 growth Rescue 24 h
O=C(CSCc1c(Cl)cccc1Cl)Nc1ccccc1C(=O)N1CCOCC1 | 20.0 | -0.52 | -0.92
C=CCc1ccc(OCCOCCOc2cccc3cccnc23)c(OC)c1 | 15.6 | -1.63 | -1.49
CCOc1ccc2nc3sc(C(=O)N4CCOCC4)c(N)c3cc2c1 | -85.4 | nt | nt
Cc1ccc(N2CC(C(=O)NCc3cccs3)CC2=O)cc1 (stereo unspecified) | nt | -0.26 | -0.75
OCC(CO)(CO)N=Cc1cc(Br)ccc1O | nt | 1.45 | 1.1
COc1ccc(-n2nc3cc(C)c(NC(=S)NC(=O)c4ccccc4C)cc3n2)cc1 | nt | -0.02 | 1.87
C=CCn1c(CCC)nc2ccccc21 | 57.9 | nt | nt
COc1ccc(OCCn2c(C)c(/C=N/n3cnnc3)c3ccccc32)cc1 | 14.3 | -1.85 | -0.99
CCOc1ncccc1C(=O)OCC(=O)Nc1c(C)cc(C)cc1C | 61.5 | -0.88 | -0.65
CCOc1cc(C(=O)N2CCN(c3ccccc3)CC2)cc(OCC)c1OCC | 5.6 | -0.26 | -0.47
CCOc1ccc(-c2nc(CSc3nnc(C)s3)cs2)cc1OC | 9.1 | -0.45 | -0.48
O=[N+]([O-])c1ccc(Cl)c(/C=N/n2c(-c3cccnc3)n[nH]c2=S)c1 | 20.0 | -0.63 | -0.3
Cc1ccc(CCNC(=O)C2CCCN(S(=O)(=O)c3cccc4nsnc34)C2)cc1 (stereo unspecified) | nt | -1.62 | -1.1
O=C1CCc2cc(S(=O)(=O)N3CCC(C(=O)Nc4nccs4)CC3)ccc2N1 | nt | 0.76 | 1.72
Cc1ccccc1-c1noc(-c2ccc(O)cc2)n1 | nt | -3.06 | -1.93
COc1ccccc1C(=O)NCCN1CCN(C(=O)c2ccccc2OC)CC1 | 27.3 | 0.73 | 0.63
CCOC(=O)c1ccccc1NC(=O)Cc1ccccc1OC | 70.6 | -0.7 | -1.34
Cc1ccc(/C=N/n2c(C3CCCCC3)n[nH]c2=S)s1 | 27.8 | -1.51 | -1.02
CC(=O)N1C(=O)/C(=C2\SC(=S)N(NC(=O)c3ccc(O)cc3)C2=O)c2ccccc21 | 55.6 | nt | nt
CCOC(=O)CSc1nc(-c2ccc3c(c2)OCO3)ccc1C#N | nt | 1.31 | 2.33
COc1ccccc1CC(=O)NCC1CCCO1 (stereo unspecified) | nt | -0.04 | -0.13
Fc1ccc(C2c3cccn3CCN2C(=S)Nc2cccc(F)c2)cc1 (stereo unspecified) | -3.7 | nt | nt
CC(=O)OC1CC(n2ccc(NC(=O)c3ccccc3)nc2=O)OC1CO (stereo unspecified) | -24.3 | 0.88 | 1.39
O=C(Cc1c[nH]c2ccccc12)NCc1ccc2c(c1)OCO2 | nt | 1.04 | 0.74
N[C@@H](Cc1ccccc1)c1nnc(SCc2ccccc2F)o1 | -55.6 | -0.87[10.5 µM] | -0.84

Continued:
SMILES | Insulin prom inh | sdo1 growth | sdo1 growth Rescue 24 h
FCCCOc1ccc(/C=N/OCc2ccc(Cl)cc2Cl)cc1 | 16.7 | -0.61 | -0.38
CCOC(=O)c1c(NC(=O)CC2Sc3ccc(C(F)(F)F)cc3NC2=O)sc(C)c1C (stereo unspecified) | nt | 0.7 | 0.86
CCOC(=O)CN1C(=O)S/C(=C/c2cc(C)n(C)c2C)C1=O | -2.3 | nt | nt
Cc1nn(-c2ccccn2)c2c1C(=O)C(Br)CC2 (stereo unspecified) | -13.3 | nt | nt
Cc1cc(C)c(NC(=O)c2ccccc2N(C)S(C)(=O)=O)c(C)c1 | 10.7 | 0.38 | 0.03
COc1cc(S(=O)(=O)Nc2ccc(C)cc2)ccc1N=Cc1c(C)[nH]n(-c2ccc(C)cc2)c1=O | nt | -0.05 | -0.53

Three entries drawn at random from those above, as already listed:
SMILES | Insulin prom inh | sdo1 growth | sdo1 growth Rescue 24 h
CC(C)N(C(=O)CSc1nc2ccccc2n1Cc1ccccc1)C(C)C | -242.9 | 0.14 | 0.23
CCOc1ccc(CSC2=NCCN2)cc1Cl | nt | 0.95 | -0.14
O=C(Nc1cc(C(F)(F)F)ccc1N1CCCC1)c1ccc2c(c1)OCO2 | -50.0 | -0.54 | -0.35
